Large T inhibition: SV40 large T antigen inhibitors, biochemical (AID 1903); 310,000 tested, 0.39% active; one-dose inhibition, % at 20 µM; IC50 in µM for titrated hits; SV40 large T antigen ATPase/helicase inhibition assay; higher % means a stronger effect; in the data active means a potency from the dose series; further: strong numbers were not always called active
K1F lysis inhibition: inhibition of K1F phage lysis, E. coli UTI89, bacterial capsule biogenesis inhibitors, alamar blue (AID 488966). 340,000 tested, 0.02% active. E. coli UTI89 K1F phage lysis, alamar blue, 2 h; higher % means a stronger effect. inhibition, % at 100 µM; hits with a dose series show IC50 in µM;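 active means phage lysis inhibition, versus mean bacterial control, above a set limit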;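 further: capsule biogenesis inhibitors block K1F phage lysis so surviving cells raise fluorescence; higher fluorescence means more inhibition of phage lysis; actives were called in the ten point dose series up to 300 µM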
Salmonella PhoP GFP: inhibitors of PhoP regulon expression, primary screen, Salmonella Typhimurium, GFP reporter (AID 1863); S. Typhimurium PhoP-regulated promoter GFP reporter, 4 h; higher % means a stronger effect; inhibition, % at 50 µM; hits with a dose series show IC50 in µM; 300,000 tested, 0.16% active;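 active means inhibition over 29.93%, a cutoff 3 SD above the screen mean, later confirmed by dose response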;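 further: 0% = low Mg2+ inducing control and 100% = high Mg2+ repressing control; strong numbers were not always called active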
RSV antiviral HEp-2: RSV antiviral activity via CPE protection, HEp-2 cells, primary 10 µM value included (AID 2391); 310,000 tested, 0.13% active; HEp-2 cells, RSV-induced CPE inhibition; higher % means a stronger effect; CPE inhibition, % at 10 µM; hits with a dose series show IC50 in µM; in the data active means a potency from the dose series; further: strong numbers were not always called active
MgcRacGAP inhibition: MgcRacGAP GTPase-activating activity inhibitors, confirmation, biochemical, ADP Hunter fluorescence; MgcRacGAP-stimulated Rac1 GTP hydrolysis, ADP Hunter fluorescence; higher % means a stronger effect; GST-tagged Rac1 F28L mutant substrate; inhibition, % at 30 µM, or IC50 in µM where a hit was titrated; 340,000 tested, 0.6% active;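 active means first-screen hits whose inhibition reached a set limit at any dose in the follow-up dose series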;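 further: fluorescence reports GDP produced by GAP-driven GTP hydrolysis; strong numbers were not always called active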
GPR55 LPI antagonism: GPR55 antagonists blocking LPI-driven arrestin recruitment, primary screen, imaging, U2OS, beta-arrestin-GFP, LPI agonist (AID 2013) | U2OS GPR55 beta-arrestin-GFP translocation imaging, LPI antagonism; higher % means a stronger effect | one-dose inhibition, % at 10 µM; IC50 in µM for titrated hits | 290,000 tested, 0.13% active;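 active means spots per cell inhibited over 60%, with over 100 cells counted and total cytoplasm intensity under 500,000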;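 further: U2OS cells stably carrying GPR55 and arrestin-GFP stimulated by 5 µM LPI near EC80; imaged beta-arrestin-GFP aggregate spots per cell after agonist stimulation; plate controls were LPI-stimulated DMSO wells for no effect and DMSO wells without LPI for full effect; some results filed as inactive read as strong as hits; confirmed hits need IC50 under 10 µM and bright autofluorescent wells are also inconclusive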
GPR35 antagonists: GPR35 antagonists blocking zaprinast-driven arrestin recruitment, primary screen, imaging, U2OS, beta-arrestin-GFP, zaprinast agonist (AID 2058); U2OS GPR35 beta-arrestin-GFP translocation imaging, zaprinast antagonism; higher % means a stronger effect; inhibition, % at 10 µM, or IC50 in µM where a hit was titrated; 290,000 tested, 0.052% active;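 active means inhibition of at least 50% with at least 30 cells and total cytoplasm GFP at most 10,000,000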
HIV fusion peptide: inhibitors of HIV fusion peptide binding, primary screen, biochemical, uHTS, fluorescence dequenching (AID 1986). 290,000 tested, 0.3% active. cell-free peptide binding, fluorescence dequenching, 30 min; higher % means a stronger effect. one-dose inhibition, % at 20 µM; IC50 in µM for titrated hits; in the data active means inhibition mostly above about 52%, no sharp cut-off; inactive means mostly below about 76%; further: some results filed as inactive read as strong as hits
NS5 inhibitors: Dengue-2 NS5 methyltransferase inhibitors, primary screen, biochemical, confirmation dose response (AID 588689); inhibition, % at 25 µM; hits with a dose series show IC50 in µM; 340,000 tested, 0.3% active; Dengue-2 NS5 methyltransferase capping enzyme assay, biochemical; higher % means a stronger effect; in the data active means a potency from the dose series
NS5 inhibitors pilot replicate: also measured in NS5 inhibitors; calls as there; inhibition, %; measured here: pilot screen replicate inhibition
Active calls of the source: *; x = no result given; [ ] = remark or other dose.

SMILES	Large T inhibition	K1F lysis inhibition	Salmonella PhoP GFP	RSV antiviral HEp-2	MgcRacGAP inhibition	GPR55 LPI antagonism	GPR35 antagonists	HIV fusion peptide	NS5 inhibitors	others
O=C(COC(=O)/C=C/c1ccc(OC(F)F)cc1)NCc1cccs1	-3%	3.3%	0%	2.1%	6%	4%	-12%	-1.4%	-3%
CC(=O)N1CCC2(CC1)C/C(=N\NC(=S)Nc1ccccc1C)c1cc(O)ccc1O2	16%	-0.2%	5%	0.5%	8%	-6%	-13%	-3.2%	-8%
S=C(Sc1ccc(Cl)cc1)Sc1ccc(Cl)cc1	4%	x	3%	x	x	92%*	6%	-1.4%	x
COc1ccc(C(C)NC(=O)c2cccc([N+](=O)[O-])c2)cc1OC (centres undefined)	-1%	1.4%[50 µM]	-13%	2.9%	11%	0%	-11%	-2.0%	-3%
COc1nccnc1NS(=O)(=O)c1ccc(N=Cc2c(C)[nH]n(-c3ccc(Cl)cc3)c2=O)cc1	11%	x	1%	1.3%	x	0%	-13%	16%	x
O=[N+]([O-])c1cccc(-c2c(-c3ccccc3)ncc3ccc(F)cc23)c1	x	1.0%	x	-0.2%	7%	x	x	x	0%
Cc1cn2c(nc1=O)OC1C(O)C(COC(=O)c3ccccc3)OC12 (centres undefined)	13%	1.5%	8%	-0.3%	2%	9%	-1%	-3.1%	-4%
Cc1nnc(SCC(=O)N2c3ccccc3Sc3ccccc32)n1N	8%	0.2%	5%	1.3%	6%	-10%	4%	-2.5%	-4%
Cc1ccc(S(=O)(=O)NC2CCC(C(=O)O)CC2)cc1 (centres undefined)	18%	-0.2%	-8%	-0.9%	0%	-8%	0%	-0.4%	-8%	NS5 inhibitors pilot replicate=-5.4
O=C(COc1ccc(S(=O)(=O)NCc2ccccc2)cc1Cl)NCc1ccccn1	6%	0.4%	6%	0.1%	10%	-13%	-13%	1.5%	-7%
Cc1ccc(-n2nnnc2CNC(=O)C2CC(=O)N(c3ccccc3)C2)cc1C (centres undefined)	24%	2.0%	-10%	1.3%	9%	2%	-11%	1.0%	-5%
COc1cccc(CNC(=O)Cn2nc(-c3ccc(Cl)cc3)ccc2=O)c1	-8%	6.8%	16%	2.0%	9%	16%	9%	18%	-6%
Cc1ccc(OCC(=O)Nc2nnc(S(=O)(=O)N3CCC(C)CC3)s2)cc1	5%	0.1%	1%	-0.4%	2%	-2%	-3%	14%	-6%
COc1c(F)c(F)c(C(=O)Nc2cccc(Cl)c2N2CCOCC2)c(F)c1F	10%	1.3%	10%	2.5%	3%	4%	-5%	0.3%	-7%
O=C(CCS(=O)(=O)c1ccccc1)N1CCN(c2ccc(F)cc2)CC1	-1%	0.6%[50 µM]	2%	1.0%	8%	-5%	1%	0.8%	-6%
Cn1c(CNC(=O)CNS(=O)(=O)c2ccc(Cl)cc2)cc(=O)n(C)c1=O	1%	-0.1%	2%	0.1%	-34%	0%	-4%	-0.5%	-3%
ClC1=C(Cl)C(Cl)=C(Cl)C1=C/C=C/c1ccccc1	9%	-0.1%[50 µM]	-13%	-4.9%	27%	0%	-1%	8.9%	-4%
CC(C)CCNC(=O)C1CC2Cn3c(nc4cc(Cl)c(Cl)cc43)C2N1C (centres undefined)	8%	-1.0%	x	0.9%	5%	x	x	x	-5%
CCCn1c(SCC(=O)NCc2ccccc2)nnc1-c1ccncc1	-4%	2.0%	4%	1.1%	2%	-3%	-4%	-0.4%	1%
O=c1cc(-c2ccc(O)cc2)oc2ccccc12	12%	0.2%	-2%	x	8%	2%	5%	-0.3%	2%
COc1ccc(-c2nc(CN(C)C(C)c3ccon3)c(C)o2)c(C)c1C (centres undefined)	1%	0.9%	0%	4.5%	0%	8%	7%	2.0%	2%
COc1ccc(NC(=O)CCNS(=O)(=O)c2cc(Br)ccc2Br)cc1S(N)(=O)=O	14%	-0.2%	-6%	0.4%	1%	-5%	9%	1.1%	-2%
CN(Cc1ccccc1)c1ccc2nnc(-c3ccccc3)n2n1	-2%	-1.4%	1%	9.9%	12%	-1%	-4%	-2.4%	-5%
c1ccc2oc(-c3[nH]ncc3CN3CCSCC3)cc2c1	7%	0.0%	0%	4.5%	3%	2%	-15%	1.7%	-4%
O=C(NC(=S)Nc1ccc(Cl)cn1)C12CC3CC(CC(C3)C1)C2	-4%	-0.2%	-4%	7.7%	3%	10%	5%	1.6%	-2%
Cc1ccc(S(=O)(=O)NCCC(=O)N2CCCC(C)C2)cc1 (centres undefined)	7%	0.7%[50 µM]	-3%	2.8%	12%	x	x	x	3%
O=C(CCN1CCOCC1)NCc1ccccc1	-5%	0.0%	11%	-0.4%	8%	0%	2%	-0.8%	3%
Cc1ccc(SC(=O)COc2ccccc2C)cc1	12%	1.5%	-9%	0.9%	8%	5%	9%	-1.5%	-25%
CC1CCCCC1NC(=O)CSc1nnc(-c2ccccc2)n1N (centres undefined)	0%	0.8%	-7%	-0.2%	6%	-2%	10%	-4.0%	4%
Cc1nnc(SCC(=O)N2CC(C)OC(C)C2)n1-c1ccccc1 (centres undefined)	6%	0.3%	-6%	0.3%	2%	9%	11%	1.1%	-7%
O=C(Nc1ccccc1Cl)c1ccccc1	7%	0.5%	-8%	1.1%	7%	3%	18%	1.5%	1%
COc1cc(CCCN2C(N)=NC[C@@H]2c2ccccc2)cc(OC)c1OC	3%	-2.0%	-1%	-1.3%	6%	2%	-15%	-0.2%	4%
NC(=O)C1CCCN(CC(=O)Nc2cc(S(=O)(=O)N3CCOCC3)ccc2N2CCCC2)C1 (centres undefined)	x	0.5%[50 µM]	x	0.8%	1%	x	x	x	-4%
COCC(=O)Nc1nnc(-c2ccc(C(C)(C)C)cc2)s1	8%	1.0%	2%	19%	10%	10%	-2%	0.0%	-7%
O=C(C1CCN(c2ccc(N3CCOCC3)nn2)CC1)N1CCN(c2ccc(F)cc2)CC1	11%	3.0%	-7%	0.3%	-1%	8%	2%	-0.5%	-6%
CCCC(=O)N(c1ccc2oc(=O)sc2c1)S(=O)(=O)c1cccs1	34%	0.0%	-2%	0.3%	19%	-6%	7%	1.7%	16%
CCN(CC)CCN(Cc1cc2cc(C)cc(C)c2[nH]c1=O)C(=S)NCc1ccco1	6%	1.4%	2%	-0.1%	-3%	9%	0%	8.9%	2%
O=C(Cn1[nH]c(=O)c2ccccc2c1=O)NCC1COc2ccccc2O1 (centres undefined)	x	0.6%[50 µM]	x	0.4%	2%	x	x	x	-7%
COc1ccc(OC)c(C2CC(=O)C3=C(C2)NC(=O)CC3c2ccc(O)c(OC)c2)c1 (centres undefined)	14%	0.4%	0%	-0.3%	9%	4%	-6%	-0.5%	6%
CCCC(C(=O)NC1CCCC1)N(C(=O)Cn1nnc(-c2ccc(C)o2)n1)c1ccccc1OC (centres undefined)	9%	0.6%	8%	2.6%	4%	5%	0%	-1.8%	-1%
Cc1cc(NC(=O)/C=C/c2cccc(Cl)c2)n(-c2nc3ccccc3[nH]2)n1	14%	0.3%	-7%	3.9%	-10%	36%	-4%	0.5%	-5%
Cn1nnc(NC(=O)CSc2ncn[nH]2)n1	6%	0.1%	18%	0.3%	7%	10%	-6%	0.2%	-3%
CCC1CCCCN1CCCNC(=O)c1ccc(CS(=O)(=O)c2ccc(Br)cc2)o1 (centres undefined)	19%	0.2%	-8%	-1.7%	7%	-8%	5%	-1.0%	-4%
COc1ccc(C2C(O)C(c3c[nH]c4ccccc34)=NN2C(=O)CCl)cc1 (centres undefined)	-24%	-0.8%	17%	-1.7%	11%	-1%	21%	1.8%	-4%
CC1CCc2sc(C(=O)N(C)CC(=O)Nc3ccc(N4CCOCC4)cc3)cc2C1 (centres undefined)	5%	0.7%	-4%	11%	9%	12%	-7%	-0.1%	1%
COc1cccc2cc(-c3cn4ccc(C)cc4n3)c(=O)oc12	x	0.1%	x	-0.5%	9%	x	x	x	-2%
CN1CCN(c2ccccc2NC(=O)c2ccc(N3CCCC3)c([N+](=O)[O-])c2)CC1	-1%	0.5%	-1%	-3.0%	1%	-12%	-4%	-2.1%	-4%
Cc1cc(C)c(S(=O)(=O)n2cc(C(C)C(N)C(=O)O)c3ccccc32)c(C)c1 (centres undefined)	0%	0.6%	-17%	19%	-7%	x	x	x	-9%
Cc1sc2nc(-c3ccccc3)[nH]c(=O)c2c1-c1ccccc1	5%	x	12%	1.2%	x	10%	4%	-2.1%	x
CCOC(=O)c1c(/N=C/C2C(=O)CCCC2=O)sc2c1CCCC2	4%	x	0%	-0.4%	x	2%	-3%	-2.1%	x
CCc1ccc(C(=O)COC(=O)CNC(=O)CNC(=O)Cc2ccccc2)cc1	0%	0.1%	5%	-0.2%	3%	14%	12%	-0.3%	3%	NS5 inhibitors pilot replicate=-3.3
Cc1cc(C(=O)Nc2ccc3c(c2)OCO3)cs1	6%	0.8%	18%	-0.3%	-9%	9%	-1%	0.1%	-15%
COC(=O)Nc1sc2c(c1C(N)=O)CCCCCC2	-4%	-0.5%	-3%	1.3%	-1%	-1%	6%	-1.1%	5%
CC1=C(C(=O)O)N2C(=O)[C@@H](NC(=O)[C@H](N)c3ccccc3)[C@H]2SC1	6%	x	-9%	x	x	6%	-11%	-0.8%	x
CCCCn1c(Oc2ccc(C(=O)OC)cc2)nc2c1c(=O)n(C)c(=O)n2C	8%	-0.3%	6%	11%	5%	1%	8%	1.6%	-7%
O=C(CSc1ccccn1)Nc1cccc(NC(=O)CSc2ccccn2)n1	14%	0.5%	-11%	2.2%	-3%	-12%	2%	0.5%	-1%
CC(C)CNC(=O)CSc1ccc(Cl)cc1	5%	0.5%	-6%	4.0%	3%	8%	-9%	0.2%	-1%
CCn1c(SCC(=O)Nc2ccc(C(C)=O)cc2)nc2nc3c(cc2c1=O)COC(C)(C)C3	28%	0.4%	-1%	x	7%	10%	7%	0.3%	1%
O=C(N/N=C1\CCS(=O)(=O)c2ccc(F)cc21)c1ccc([N+](=O)[O-])cc1	7%	0.2%	x	-1.1%	10%	5%	12%	-3.5%	3%

Of the compounds above, these contain bromine:
SMILES	Large T inhibition	K1F lysis inhibition	Salmonella PhoP GFP	RSV antiviral HEp-2	MgcRacGAP inhibition	GPR55 LPI antagonism	GPR35 antagonists	HIV fusion peptide	NS5 inhibitors	others
COc1ccc(NC(=O)CCNS(=O)(=O)c2cc(Br)ccc2Br)cc1S(N)(=O)=O	14%	-0.2%	-6%	0.4%	1%	-5%	9%	1.1%	-2%
CCC1CCCCN1CCCNC(=O)c1ccc(CS(=O)(=O)c2ccc(Br)cc2)o1 (centres undefined)	19%	0.2%	-8%	-1.7%	7%	-8%	5%	-1.0%	-4%

Assay outcomes (PubChem)
